# High-throughput results from PubChem.
# EPAC1 antagonist: qHTS for Antagonist of cAMP-regulated guanine nucleotide exchange factor 3 (EPAC1): primary screen | Rap guanine nucleotide exchange factor 3 (Homo sapiens), O95398 | EPAC1 GEF assay, Rap1b-BODIPY-GDP exchange fluorescence | Potency, µM (series often up to 115 µM), without a hit: at the top dose activity change, negative = inhibition, usual class: inhibitors | hit rate 0.14% among 360,000;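 note: potency is the fitted concentration of half-maximal effect; plate controls were vehicle for no effect and positive control for full effect; nearly all actives have a fitted effect of over 50% in size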
# EPAC1 ag: qHTS for Agonist of cAMP-regulated guanine nucleotide exchange factor 3 (EPAC1): primary screen; EPAC1 agonist qHTS, biochemical assay; response scale: 100% = response to 6.5 mM cAMP; Potency, µM (doses to about 154 µM), inactives show at the top dose activation, most hits filed as activators; hit rate 0.073% among 360,000; Rap guanine nucleotide exchange factor 3 (Homo sapiens), O95398; note: potency is the fitted concentration of half-maximal effect; nearly all actives have a fitted effect of over 60% in size
#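 Normalized to 6.5 mM cAMP, activity reflects EPAC1-catalysed release of BODIPY-GDP from Rap1B, followed kinetically over 30 min at 480 nm excitation, 540 nm emission. Reaction contained 100 nM EPAC1, 250 nM Rap1B-BODIPY-GDP, 50 uM GDP.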
# WRN inhibitor: qHTS for Inhibitors of WRN Helicase. Bifunctional 3'-5' exonuclease/ATP-dependent helicase WRN (Homo sapiens), Q14191. AID 651768, 2012. hit rate 0.46% among 360,000. WRN helicase unwinding, fluorescent forked duplex, kinetic. Potency, µM (titrated, usually from 114 µM), inactives show top-dose activity change, negative = inhibition, usual class: inhibitors; note: potency is the fitted concentration of half-maximal effect; % is set by controls: 0 for no effect and ±100 for the full control effect; nearly all actives have a fitted effect of over 55% in size
#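 Screening of the MLSMR collection measured strand separation of a quenched forked DNA duplex (100 nM) by 20 nM WRN with 2 mM ATP, all final. Compounds were preincubated with enzyme 15 min at room temperature.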
# MmCpn inh: Inhibitors of TCP-1 ring complex (TRiC) of Methanococcus maripaludis (MmCpn): qHTS; Chaperonin Mm-Cpn (Methanococcus maripaludis); purified Mm-Cpn ATPase, ADP Transcreener TR-FRET; Potency, µM (top dose mostly 76.9 µM), without a hit: top-dose activity, negative = inhibition, usual class: inhibitors; hit rate 0.031% among 330,000; note: potency is the fitted concentration of half-maximal effect; % is set by controls: 0 for no effect and ±100 for the full control effect; nearly all actives have a fitted effect of over 80% in size
#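 25 nM Mm-CPN + cpd, 10 min 37°C; + 10 uM ATP, 30 min 37°C; buffer 30 mM Tris pH 7.4, 100 mM KCl, 5 mM MgCl2, 1 mM DTT; Transcreener ADP HTRF detection 30 min RT.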
# CCT modulator: High-Throughput Screening for Modulators of Cytosolic Chaperonin Activity. hit rate 0.3% among 360,000. activity change, % (no concentration beside the values), hits read low. purified chaperonin ATPase assay, HTRF ADP detection, 30 min. AID 651819, 2012; in the data active = activity change below about -30%; note: % is set by controls: 0 for no effect and ±100 for the full control effect
#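 Nucleotide hydrolysis assay: TRiC at 20–40 nM final (set by batch activity) with 10 uM ATP, 30 min at 37 °C, in presence of 76 uM compound. Detection by competitive ADP HTRF, 30 min ambient.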
# PI5P4Ka inh: qHTS for Inhibitors of phosphatidylinositol 5-phosphate 4-kinase (PI5P4K) | Phosphatidylinositol 5-phosphate 4-kinase type-2 alpha (Homo sapiens), P48426 | hit rate 1.2% among 330,000 | PI5P4Kalpha enzyme, ADP-Glo luminescence, 60 min; stronger effect = lower value | max response, % | AID 652105, 2013; active = max response of -50% or lower; inconclusive = between -30% and -50%; inactive = -30% or higher; note: value at the top dose of about 77 µM; % is set by controls: 0 for no effect and ±100 for the full control effect
# Target sequence (P48426 whole entry, looked up): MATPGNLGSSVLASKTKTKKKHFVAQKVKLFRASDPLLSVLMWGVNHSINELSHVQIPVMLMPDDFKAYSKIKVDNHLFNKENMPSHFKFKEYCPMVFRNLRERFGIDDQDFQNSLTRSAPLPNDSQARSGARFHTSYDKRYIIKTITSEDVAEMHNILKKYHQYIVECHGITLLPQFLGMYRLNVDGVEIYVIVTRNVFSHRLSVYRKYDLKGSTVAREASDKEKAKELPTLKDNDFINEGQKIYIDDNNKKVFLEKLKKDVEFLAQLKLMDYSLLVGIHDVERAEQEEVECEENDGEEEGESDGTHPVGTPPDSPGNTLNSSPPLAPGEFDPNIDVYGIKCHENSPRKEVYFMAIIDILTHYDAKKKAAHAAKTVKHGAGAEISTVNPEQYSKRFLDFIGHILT
#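 Reactions run in 0.038 M HEPES pH 7.4, 0.28 mM EGTA, 0.1% CHAPS and 5% DMSO, with PI5P4Kalpha, substrate, compound and 5 microM ATP final, one hour at room temperature. Readout is ADP-Glo luminescence.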
# EPAC2 antagonist: qHTS for Antagonist of cAMP-regulated guanine nucleotide exchange factor 2 (EPAC2): primary screen. Rap guanine nucleotide exchange factor 4 (Homo sapiens), Q8WZA2. EPAC2 GEF exchange of Rap1B-BODIPY-GDP, fluorescence. Potency, µM (doses to about 114 µM), for inactives: top-dose activity, negative = inhibition, usual class: inhibitors. hit rate 0.18% among 360,000. AID 720708, 2013; note: potency is the fitted concentration of half-maximal effect; % is set by controls: 0 for no effect and ±100 for the full control effect; nearly all actives have a fitted effect of over 45% in size; many of its hits are not listed in these tables
# PLK1 PBD inh: qHTS for Inhibitors of PLK1-PDB (polo-like kinase 1 - polo-box domain): Primary Screen. hit rate 2.8% among 360,000. Potency, µM, for the others: max response, negative = inhibition, hits mostly inhibitors. Plk1 PBD binding of FITC phosphopeptide, fluorescence polarization. Serine/threonine-protein kinase PLK1 (Homo sapiens), P53350. AID 720504, 2013; note: potency is the fitted concentration of half-maximal effect; series mostly up to about 57 µM; % is set by controls: 0 for no effect and ±100 for the full control effect; nearly all actives have a fitted effect of over 65% in size
# Target sequence (P53350 whole entry, looked up, the tested form may be a part): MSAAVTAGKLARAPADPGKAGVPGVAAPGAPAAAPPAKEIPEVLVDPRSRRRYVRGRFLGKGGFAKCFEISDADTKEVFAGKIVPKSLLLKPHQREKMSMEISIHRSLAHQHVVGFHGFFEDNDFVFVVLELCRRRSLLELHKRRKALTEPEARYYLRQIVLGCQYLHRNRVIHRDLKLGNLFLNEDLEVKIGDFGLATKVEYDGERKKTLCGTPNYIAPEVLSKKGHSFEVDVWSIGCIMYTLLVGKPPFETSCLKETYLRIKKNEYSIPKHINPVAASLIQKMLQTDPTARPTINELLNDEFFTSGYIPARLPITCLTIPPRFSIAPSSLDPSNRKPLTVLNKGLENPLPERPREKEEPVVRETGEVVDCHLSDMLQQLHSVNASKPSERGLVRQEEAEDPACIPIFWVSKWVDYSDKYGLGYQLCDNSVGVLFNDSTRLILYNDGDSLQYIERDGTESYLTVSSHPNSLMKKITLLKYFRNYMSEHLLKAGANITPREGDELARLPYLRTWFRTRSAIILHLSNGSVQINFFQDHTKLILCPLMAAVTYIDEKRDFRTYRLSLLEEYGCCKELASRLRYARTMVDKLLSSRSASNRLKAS
# An asterisk follows results filed as active; ? = inconclusive; . = not tested or not shown; [ ] = dose if it differs, or a comment. Unless noted, calls come from the whole dose curve; as a rule, active = well fitted curve in the direction sought with a large enough effect; inconclusive = small, poorly fitted or top-dose-only effect, or another doubt; inactive = no such curve, though single readings can be large; an effect the other way counts as inactive or inconclusive. This is a subset; the hit share may differ from the screen's.
SMILES,EPAC1 antagonist,EPAC1 ag,WRN inhibitor,MmCpn inh,CCT modulator,PI5P4Ka inh,EPAC2 antagonist,PLK1 PBD inh
COc1ccc(OC)c(C(c2nnnn2CCc2ccccc2)N2CCC(C(N)=O)CC2)c1 (configuration not stated),1%,-3%,1%,0%,-0.8,0,9%,2%
c1ccc(C2NCCc3ccccc32)cc1 (configuration not stated),-22%,4%,6%,2%,-1.5,1,-1%,27µM*
CCOC(=O)C1=CCN(S(=O)(=O)c2ccc(F)cc2)C1c1ccccc1 (configuration not stated),-21%,-3%,-5%,.,4.0,-3,-17%,1%
CN(C)S(=O)(=O)c1ccc(C(=O)Oc2cc(=O)[nH]c3ccccc23)cc1,-17%,-3%,1%,-1%,-2.8,0,-1%,8.4µM*
Cc1cccc(NC(=O)CCC(=O)N/N=C/c2ccc(O)cc2O)c1,2%,-3%,-9%,-10%,-1.5,0,2%,1%
CCOc1cc(C2NC(=S)NC(C)=C2C(=O)Nc2ccccc2)ccc1O (configuration not stated),-14%,2%,-6%,-2%,-2.7,-24,-1%,?
Cc1cccc(C)c1NC(=O)N1CCCCCCC1,4%,13%,7%,-2%,-1.4,0,1%,-12%
O=C(COc1ccc2ccccc2c1)N/N=C/C1CC=CCC1 (configuration not stated),3%,-4%,-5%,2%,-1.7,0,-1%,-4%
CSc1ccc(Cl)c(C(=O)NNC(=O)c2cccs2)c1,-6%,-3%,5%,1%,-3.7,-7,0%,-11%
CCCn1c(N)c(N(CCOC)C(=O)CSCC(=O)Nc2ccc(OC)cc2)c(=O)[nH]c1=O,3%,2%,-5%,1%,2.8,2,0%,-3%
O=S(=O)(Nc1cccc(-n2cnnn2)c1)c1ccc(Cl)cc1,-13%,6%,-7%,0%,-0.4,-1,0%,-17%
COc1cc(C(O)c2nc(-c3ccc(N(C)C)cc3)cs2)ccc1F (configuration not stated),0%,-11%,-1%,.,-1.7,4,11%,6%
O=C(Nc1ccccc1Sc1ccccc1)c1ccc(F)cc1,1%,4%,-2%,1%,0.0,14,-26%,-10%
O=C(c1cc([N+](=O)[O-])ccc1Cl)N1CCN(Cc2ccccc2)CC1,17%,6%,-5%,2%,-1.1,2,14%,-7%
CCN(CC)C(=O)[C@H]1C[C@H](CC(=O)NC/C=C(\C)CCC=C(C)C)C(=O)N2CCc3c([nH]c4cc(-c5ccco5)ccc34)[C@]12C,-14%,-21%,-7%,-4%,-2.0,-14,-16%,-12%
COc1ccc(C2=NN(c3ccccc3)C(=O)/C2=C\c2ccc(O)c(OC)c2)cc1,?,-4%,3%,-7%,0.4,-5,0%,?
Cn1cnc([N+](=O)[O-])c1S(=O)(=O)Oc1cccc2ccccc12,-6%,-12%,-88%,.,0.5,0,-19%,8.4µM*
CCN(C(=O)COC(=O)COc1ccccc1Cl)c1c(N)n(Cc2ccccc2)c(=O)[nH]c1=O,-19%,9%,-8%,-4%,-0.1,4,-4%,-7%
Cc1ccc(-c2ccc(CN3C(CC(C)C)C(=O)N(Cc4cn(CCC5OCCCO5)nn4)CCS3(=O)=O)cc2)cc1 (configuration not stated),-7%,-13%,-6%,.,-1.1,1,?,-6%
COc1ccccc1-c1cnc(C(O)c2ccc(Cl)c(Cl)c2)[nH]1 (configuration not stated),-30%,-1%,1%[57.1 µM],.,-6.2,2,-23%,-11%
CCOC(=O)C(=O)Nc1ccc(Oc2ccccc2)cc1,-3%,-7%,4%,-2%[15.4 µM],0.6,-2,6%,1%
CCOC(=O)Cn1c(=O)c2c(nc(N3CCOCC3)n2C)n(C)c1=O,2%,0%,-7%,0%,-6.1,.,0%,-4%
Cc1cc(F)ccc1-c1cc(C(=O)Nc2ccc(F)cc2)[nH]n1,-14%,-11%,-5%,.,-1.5,-11,22%,3%
NC(=O)C1CCN(c2oc(-c3ccc(F)cc3)nc2S(=O)(=O)c2ccccc2)CC1,-1%,-11%,3%,0%,-0.5,-2,-14%,2%
NC(=O)c1ccc(NC(=O)CSc2nnc(-c3cccnc3)n2Cc2ccco2)cc1,-8%,-8%,-11%,4%,-73*,-6,7%,-14%
CCN1CCN(c2nc(Nc3ccc(NC(C)=O)cc3)nc(Nc3ccc(NC(C)=O)cc3)n2)CC1,-8%,3%,25µM*,-5%,-1.0,0,4%,-11%
Cc1ccc(SCCN2CCN(Cc3ccccc3)CC2)cc1,5%,9%,6%,1%,-0.7,-1,2%,-4%
C=C1CCN([C@@H](CC(C)C)C(=O)NCCCc2ccccc2)S(=O)(=O)c2ccccc21,-6%,3%,-6%,.,-0.7,5,-19%,0%
Nc1ccccc1-c1nnn(CC(=O)N2CCCc3ccccc32)n1,4%,8%,-11%,0%,3.6,.,4%,0%
O=C(Cn1c2ccccc2c2nc3n(c(=O)c21)CCCS3)Nc1ccccc1,8%,-15%,13%,-1%,-0.5,4,0%,-4%
CCc1nnc(NS(=O)(=O)c2ccc(NC(=S)NC(=O)/C=C/c3ccc(C(C)C)cc3)cc2)s1,79µM*,13%,89µM*,2%,-3.5,.,?,21µM*
CCCNC(=O)C1CC(=O)N(c2ccc(OCC(=O)Nc3cccc(C)c3C)cc2)C1 (configuration not stated),-12%,0%,0%,0%,-2.3,1,5%,-13%
COCC(=O)N1CCc2ccc(NC(=O)c3ccc(C(F)(F)F)cc3)cc2C1,-9%,-11%,-1%[57.1 µM],.,0.2,0,2%,8%
COc1ccc(NC(=O)Nc2ccc3c(c2)C(=O)N([C@H](C)CO)C[C@@H](C)[C@@H](CN(C)C(=O)C2CCCCC2)OCCCC[C@H](C)O3)cc1,-3%,-17%,2%,.,-0.7,4,9%,-19%
CCOc1ccccc1N(CC(=O)NCCSCc1ccco1)S(=O)(=O)c1ccccc1,?,-2%,-35%,1%,1.0,-6,-24%,-10%
NC(=O)CSc1nnc(-c2ccccn2)n1N,5%,-4%,7%,0%,-1.6,-7,1%,4%
Cn1c(=O)c2cc(NC(=O)CCc3cccc(Cl)c3)ccc2n1Cc1cccc(C(F)(F)F)c1,-15%,-18%,-2%,.,1.0,1,0%,2%
Cc1cccc(C(=O)NCCC(=O)N2CCc3ccccc3C2)c1,-11%,4%,1%,0%,0.1,2,3%,-9%
Cn1nc(-c2ccccc2)cc1NC(=O)c1cccs1,8%,17%,1%,0%,1.4,1,-1%,0%
Cc1ccc(-n2nc3c4c(cccc4c2=O)-c2ccccc2-3)cc1,2%,5%,-18%,-2%,2.4,.,-4%,-8%
CCc1ccc(NC(=O)CSc2nc3cc(C(=O)OC)ccc3c(=O)n2CC2CCCO2)cc1 (configuration not stated),12%,6%,-1%,1%,0.3,-24,2%,-8%
Cc1ccc(NC(=O)c2ccc(COc3ccccc3)o2)nc1,-6%,-8%,7%,1%,-17,-1,-2%,1%
CCc1ccc(N2C(=O)Nc3ccc(Br)cc3C2(O)C(=O)NCCN(C)C)cc1 (configuration not stated),?,-4%,-1%,-2%,-0.2,1,0%,-7%
CC(=O)Nc1ccc(S(=O)(=O)N2CCN(C(=O)c3ncoc3-c3ccccc3F)CC2)cc1,10%,1%,-2%,-3%,-0.4,-5,-2%,5%
Cc1ccc2c(c1)N(CC(=O)N1CCCCCC1)C(=O)CO2,2%,-16%,-15%,3%,2.0,.,19%,-14%
CCCCN(C(=O)c1ccc(S(=O)(=O)N(CC)CC)cc1)c1c(N)n(CCC)c(=O)[nH]c1=O,-8%,11%,0%,3%,-2.8,1,1%,-11%
CCCSc1nc2c(cnn2-c2ccccc2)c(=O)n1N,-16%,6%,-11%,1%,-1.4,-11,-7%,-7%
CCCCn1nnnc1C(c1ccccc1OC(F)(F)F)N1CCN(C/C=C/c2ccccc2)CC1 (configuration not stated),-21%,-18%,-10%,.,-0.2,-1,-22%,6%
O=C(CCS(=O)(=O)c1cccc2nonc12)NCc1ccc(Cl)cc1,?,4%,2%,-1%,-1.6,-5,4%,-3%
COc1ccc(CCC(=O)Nc2nnc(C)s2)cc1,2%,9%,1%,.,0.2,0,-4%,-9%
COCCN(C(=O)CNC(=O)c1ccco1)C(C(=O)NC1CCCC1)c1cccc(OC)c1 (configuration not stated),-30%,11%,0%[57.1 µM],1%,0.7,2,-1%,-7%
c1ccc2c(c1)nnn2Cc1nnc2sc(-c3ccc4c(c3)OCCO4)nn12,5%,-2%,4%,-3%,-1.0,.,8%,11µM*
c1ccc(CNc2c3c(nc4ncnn24)CCC3)cc1,10%,-2%,1%,-1%,0.2,-2,9%,9%
Cc1ccc(N2CC(C(=O)OCC(=O)C(C)(C)C)CC2=O)cc1C (configuration not stated),10%,-5%,1%,-2%,0.6,.,12%,0%
Nn1c(SCC(=O)Nc2ccc(F)c(F)c2)nnc1C1CCCCC1,14%,-5%,1%,2%,-1.4,-1,4%,-5%
COc1ccc2cc(C(=O)N3CCCCCC3)sc(=O)c2c1OC,-9%,6%,-24%,2%,0.1,2,5%,-7%
CCC1Sc2ccc(S(=O)(=O)CCC(=O)N3CCc4ccccc43)cc2NC1=O (configuration not stated),-4%,1%,-4%,1%,-1.5,2,4%,-19%
Cc1ccnc(SCC(=O)N2CCc3ccccc32)n1,17%,3%,-1%,-4%,2.5,3,11%,0%
COc1ccc(OCc2cc(C(=O)N(C)C3CCOCC3)no2)c2ccccc12,-9%,8%,11%,1%,0.3,4,-1%,-12%

# Profiles, looked up by structure. Order of values: EPAC1 antagonist, EPAC1 ag, WRN inhibitor, MmCpn inh, CCT modulator, PI5P4Ka inh, EPAC2 antagonist, PLK1 PBD inh
# Cn1c(=O)c2cc(NC(=O)CCc3cccc(Cl)c3)ccc2n1Cc1cccc(C(F)(F)F)c1 in the list: -15%, -18%, -2%, ., 1.0, 1, 0%, 2%
# CCN(C(=O)COC(=O)COc1ccccc1Cl)c1c(N)n(Cc2ccccc2)c(=O)[nH]c1=O in the list: -19%, 9%, -8%, -4%, -0.1, 4, -4%, -7%
